Screens from PubChem.
Tau fibril FP: tau fibrillization inhibition (FP); P10636; K18 P301L tau heparin fibrillization, Alexa594 FP, 6 h; Potency, µM (series often up to 57.7 µM), without a hit: at the highest dose activity, negative = inhibition, hits mostly inhibitors; 280,000 tested, 0.39% active; further: on the % scale 0 is the no-effect control and ±100 the full control effect; nearly all actives have a fitted effect of over 55% in size
Target sequence (P10636 561-689 P618L limits assumed): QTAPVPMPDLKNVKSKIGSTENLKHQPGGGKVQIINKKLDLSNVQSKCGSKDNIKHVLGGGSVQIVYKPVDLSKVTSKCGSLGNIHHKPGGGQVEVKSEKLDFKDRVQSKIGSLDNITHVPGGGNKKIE
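Recombinant K18 P301L […], labeled with Alexa 594 at 0.24 uM over 15 uM unlabeled; heparin inducer 20 uM final; 37 C, 6 hr; FP endpoint.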
Tau fibril ThT: inhibitors of human tau fibril formation, thioflavin T binding. P10636. Potency, µM (top dose mostly 57.4 µM), inactives show at the highest dose activity, negative = inhibition, usual class: inhibitors. recombinant tau K18 P301L, heparin-induced fibrillization, ThT fluorescence. 270,000 tested, 2.1% active. AID 1460; further: on the % scale 0 is the no-effect control and ±100 the full control effect; nearly all actives have a fitted effect of over 55% in size
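Aggregation was driven by heparin (20 uM final) acting on recombinant tau […] bearing P301L in 100 mM sodium acetate pH 7; fibrils were detected with Thioflavin T.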
GAA inh: inhibitors of human lysosomal alpha-glucosidase | purified human GAA, 4-MU-alpha-glucoside fluorescence | Potency, µM (top dose mostly 76.9 µM), inactives show at the top dose activity change, negative = inhibition, usual class: inhibitors | 200,000 tested, 0.005% active | AID 1466;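 further: plate controls were uninhibited enzyme wells for no effect and no-enzyme background for full effect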
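Human alpha-glucosidase, 4 nM, pre-mixed with test compounds before 400 uM 4-methylumbelliferyl substrate; 20 min room temperature at pH 5.0. Fluorescence read after pH 10 stop; AC50 values from Hill-equation fits.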
GAA glycogen: alters human alpha-glucosidase cleavage of glycogen. 300,000 tested, 0.38% active. P10253. AID 2100. recombinant GAA, glycogen substrate, Amplex Red glucose oxidase fluorescence. Potency, µM (highest dose often 76.4 µM), inactives show at the top dose activity change, negative = inhibition, actives largely listed as inhibitors;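 further: 0% = full enzyme reaction and -100% = no-enzyme basal signal; the screen sought inhibitors and activators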
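qHTS, 1536-well; enzyme 4 nM final; cpd up to 77 uM; substrate bovine liver glycogen 30 ug; 50 mM citrate/phosphate pH 5.0, 0.01% Tween-20; 37 C, 40 min; Amplex Red detection 45 min RT; Hill fit → AC50.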
GLA spleen mod: inhibits or activates alpha-galactosidase in human spleen homogenate; P06280; human spleen homogenate, 4MU-alpha-Gal fluorescence, 40 min; Potency, µM (highest dose often 80 µM), for inactives: top-dose activity change, negative = inhibition, hits mostly inhibitors; 240,000 tested, 0.008% active;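 further: 0% = enzyme with vehicle and -100% = no enzyme basal signal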
Target sequence (P06280 32-429 limits assumed): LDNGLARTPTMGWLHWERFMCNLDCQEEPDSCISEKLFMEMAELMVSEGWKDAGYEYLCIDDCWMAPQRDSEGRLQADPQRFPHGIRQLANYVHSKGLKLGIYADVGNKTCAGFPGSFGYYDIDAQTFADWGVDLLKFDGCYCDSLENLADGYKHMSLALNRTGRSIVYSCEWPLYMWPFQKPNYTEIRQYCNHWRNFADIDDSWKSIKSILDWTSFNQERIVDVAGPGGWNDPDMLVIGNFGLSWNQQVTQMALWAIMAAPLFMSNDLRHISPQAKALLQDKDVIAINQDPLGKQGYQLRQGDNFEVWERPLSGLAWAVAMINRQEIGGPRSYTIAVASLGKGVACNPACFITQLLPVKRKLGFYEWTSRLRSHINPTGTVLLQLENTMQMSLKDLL
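Human spleen homogenate (1 ug) as enzyme source, 4-methylumbelliferyl-alpha-D-galactopyranoside 1 mM final, citrate/phosphate pH 5.0 with 0.01% Tween-20. Compounds 40 min at 37C, NaOH/glycine stop; fluorescence Ex 365/Em 440, Hill-fit AC50.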
GAA spleen mod: inhibitors or activators of human alpha-glucosidase in spleen homogenate. human spleen homogenate, 4-MU-alpha-glucoside fluorescence. AID 2112. Potency, µM (highest dose often 79.9 µM), without a hit: at the highest dose activity change, negative = inhibition, most hits filed as inhibitors. 240,000 tested, 0.006% active;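 further: 0% = enzyme with vehicle and -100% = no enzyme basal signal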
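Human spleen homogenate (1 ug) with 4-methylumbelliferyl-alpha-D-glucopyranoside (1 mM final) in 50 mM citrate/phosphate pH 5.0, 0.01% Tween-20; 40 min at 37 C. Stopped at pH 10; 4-MU fluorescence Ex 365/Em 440 nm; AC50 by Hill fit.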
Tau fluor counter: counter-screen for tau fibril formation inhibitors; tau K18 P301L Alexa594 fluorescence, heparin fibrillization; Potency, µM (series often up to 57.7 µM), without a hit: at the top dose activity change, negative = decrease; 280,000 tested, 0.93% active; AID 1463; further: on the % scale 0 is the no-effect control and ±100 the full control effect; nearly all actives have a fitted effect of over 55% in size
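Human tau K18 P301L (15 uM unlabeled, 0.24 uM Alexa 594-labeled) in 100 mM sodium acetate pH 7 with 20 uM heparin, 6 hr at 37 C. ThT 30 uM added, 1 hr ambient; Alexa 594 FP and total fluorescence read at 555/632 nm.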
HTT cytoprotect: cytoprotection in Huntington HTT-Q103 PC12 cell model | PC12 HTT-Q103 induced, cytoprotection, ATP luminescence, 40 h | Potency, µM (doses to about 56.4 µM), inactives show cytoprotection (ATP increase), actives largely listed as activators | 230,000 tested, 0.14% active | AID 1471;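 further: % of control where 0% means no effect; nearly all actives have a fitted effect of over 45% in size; toxic huntingtin expression switched on by the ecdysone agonist tebufenozide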
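Readout: ATPlite luminescence (ATP level). Model: stable PC12, inducible Htt exon1 Q103-GFP. Inducer: tebufenozide, 100 nM final. Compounds: dose series. No G418 in medium.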
* = called active by the depositor; ? = inconclusive; · = no result given; [ ] = remark or other dose. The call rests on the fitted dose curve; in most records, active means well fitted curve in the direction sought with a large enough effect; inconclusive means small, poorly fitted or top-dose-only effect, or another doubt; inactive means no such curve, though single readings can be large; an effect the other way counts as inactive or inconclusive. Potency means the concentration at half of the fitted maximal effect.

SMILES	Tau fibril FP	Tau fibril ThT	GAA inh	GAA glycogen	GLA spleen mod	GAA spleen mod	Tau fluor counter	HTT cytoprotect
COc1ccc2c(c1)c1nnc(SCC(=O)N3C(C)CCCC3C)nc1n2C (configuration not stated)	0%	?	?	11%	-1%	-5%	-4%	-19%[10 µM]
Nc1ccc(Nc2ccccc2)c(S(=O)(=O)O)c1	1%	?	-3%	14µM*	-16%	-15%	-17%	-6%[10 µM]
COc1cc(C(=O)N2CCC(NC(=O)C(Cc3ccc(C)cc3)NC(C)=O)CC2)cc(OC)c1OC (configuration not stated)	0%	-4%	-5%	4%	4%	-1%	2%	6%[10 µM]
CCn1cnc2c1c(=O)n(CC(=O)Nc1ccc(C(N)=O)cc1)c(=O)n2Cc1ccccc1	-8%	5%	·	-8%	-8%	17%	-7%	17%[10 µM]
O=C(c1ccc2c(c1)CCN2S(=O)(=O)c1ccc(Cl)cc1)N1CCN(c2ccccc2)CC1	5%	-9%	·	12%[76.3 µM]	·	·	-13%	·
CC(=O)Nc1ccc2nc(NC(=O)COc3ccc([N+](=O)[O-])cc3)sc2c1	7%	?	8%	1%	-5%	1%	-10%	12%[10 µM]
COC(=O)c1c(-c2ccccc2Cl)noc1/C=C/N(C)C	-2%	?	-5%	-24%	10%	-2%	?	-22%
O=C(c1cc(Cl)cc(Cl)c1)N1CCOCC1	7%	-5%	-1%	3%	1%	-3%	6%	6%
Cc1c(Br)c([N+](=O)[O-])nn1CCCC(=O)NC(C)c1ccccc1 (configuration not stated)	-4%	-9%	-1%	3%	11%	-4%	-12%	18%
CCNc1nc(Oc2ccc(=O)n(-c3ccccc3)n2)nc(N2CCOCC2)n1	-3%	-16%	3%	5%	3%	-3%	-8%	20%[10 µM]
Cc1ccc(CNC(=O)/C=C/c2cccs2)cc1	1%	8%	?	1%	1%	6%	2%	-1%[10 µM]
CC(=O)Nc1cccc(OCCCNC(=O)c2ccc(F)cc2)c1	?	-5%	-3%	1%	2%	-6%	-9%	-1%[10 µM]
C=CCn1c(=S)[nH]c2scc(-c3cccs3)c2c1=O	4%	?	4%	-8%	-3%	-1%	-18%	-216%[inhibitor]
CN1CCc2c(c3c(n2C)CCN(C)C3c2ccc(F)cc2)C1c1ccc(F)cc1 (configuration not stated)	-15%	?	3%	?	-1%	-20%	-10%	25%
COC(=O)[C@@]1(Cc2ccccc2)[C@H]2c3cc(C(=O)N4CCCC4)n(Cc4ccc(S(C)(=O)=O)cc4)c3C[C@H]2CN1C(=O)c1ccccc1	-4%	-19%	·	·	1%	2%	-6%	27%
Cc1cc(C(=O)OCC(=O)c2c(N)n(C)c(=O)n(C)c2=O)c(C)n1-c1ccccc1	-14%	-5%	2%	4%	1%	-14%	-21%	-13%
O=C(O)c1ccc(Nc2nc3ccccc3n3cnnc23)cc1	6%	-1%	·	14%[76.3 µM]	·	·	0%	·
Cc1ccc2c(c1)c(C)c(C)n2CC(O)Cn1nnc2ccccc21 (configuration not stated)	6%	?	-14%	-3%	-5%	-12%	?	3%[10 µM]
COC(=O)c1ccccc1NC(=O)Nc1ccc(C(=O)N2CCCC2)cc1	-1%	3%	-16%	-3%	9%	-5%	3%	-23%
COc1ccc(CCNc2cc(=O)[nH]c(N)n2)cc1	14%	-11%	-3%	2%	-18%	-23%	-10%	-1%
CCOC(=O)Cn1c(=O)oc2cc(S(=O)(=O)N3CCN(c4cccc(C)c4)C(C)C3)ccc21 (configuration not stated)	0%	-1%	·	-9%[76.3 µM]	·	·	-24%	·
CCC(=O)Nc1nc(C)c(Oc2ccccc2)c(=O)[nH]1	4%	-5%	0%	0%	3%	2%	7%	-8%
CC(=O)NC1=NN(C(C)=O)C(C)(c2ccccn2)S1 (configuration not stated)	-3%	-2%	-1%	-8%	-6%	4%	-3%	23%[10 µM]
CCc1cc2cc3c(cc2nc1SCC(=O)Nc1nnc(C)s1)OCCO3	?	3%	4%	16%	-3%	1%	-25%	-3%[10 µM]
COc1ccc(-c2nnc3sc(COc4ccc(C)cc4)nn23)cc1	-14%	?	-2%	3%	7%	3%	-19%	-10%
COC(=O)c1cc(NC(=O)CCc2c(C)nc3cc(-c4ccccc4)nn3c2C)cc(C(=O)OC)c1	?	5%	·	23%[76.3 µM]	·	·	-10%	·
COc1ccccc1-c1cncnc1-n1ccnc1	0%	-14%	·	·	-6%	1%	2%	8%
Cc1nc2ccc(S(=O)(=O)NCC(=O)NCCN3CCCCCC3)cc2s1	-4%	?	-13%	12%	5%	-9%	-13%	-16%
N#C/C(=C\c1cccc([N+](=O)[O-])c1)C(=O)NCc1cccnc1	1%	5%	0%	7%	7%	11%	3%	22%[1.9 µM]
Cc1cc(C)n(CCc2nc(-c3ccc(C)o3)cs2)n1	-7%	?	-3%	10%	-5%	-6%	-7%	-8%
Cc1ccccc1-c1noc(N)c1C#N	-4%	-2%	-4%	0%	3%	2%	3%	30%[10 µM]
CCOc1ccc(N(CC(=O)Nc2cccc(C)c2C)S(=O)(=O)c2c(C)[nH]c(=O)[nH]c2=O)cc1	2%	-9%	·	5%	7%	-8%	-9%	-14%[10 µM]
CN(C)c1ccc(N=Nc2ccccc2C(=O)OCC(=O)Nc2ccccc2C(F)(F)F)cc1	?	5µM*	-5%	-4%	-4%	-14%	?	-27%[10 µM]
CCOC(=O)c1c(C)[nH]c(C(=O)OCC(=O)c2c(N)n(C)c(=O)n(C)c2=O)c1C	2%	-8%	2%	-11%	5%	8%	1%	-10%
CCOC(=O)CSc1nc2c(c(-c3ccc(C)o3)c1C#N)CCCC2	-8%	-16%	-30%	-13%	2%	-5%	-14%	-12%
COc1ccc(-n2c(-c3ccc(Br)cc3)c[n+]3c2SC(C)C3)cc1 (configuration not stated)	-6%	-4%	-2%	19%	3%	8%	7%	·
CC[C@H](C)[C@H](NC(N)=O)C(=O)Nc1ccc(C)cc1	-6%	0%	9%	-3%	-23%	1%	-8%	20%[10 µM]
COC(=O)/C=C1\S/C(=N\N=C\CC(=O)OC)NC1=O	-4%	7.1µM*	·	?	4%	3%	-8%	?
COc1ccc(CCN2CN(S(=O)(=O)c3ccccc3)c3nc4ccccc4nc32)cc1OC	2%	-9%	-5%	-7%	-16%	-10%	-22%	6%[10 µM]
CC(C)(C)c1ccc(S(=O)(=O)C(C)(C)C)cc1	-4%	-1%	-2%	5%	-4%	·	0%	19%

3 of the entries above in order of their number in GLA spleen mod, low to high.
SMILES	Tau fibril FP	Tau fibril ThT	GAA inh	GAA glycogen	GLA spleen mod	GAA spleen mod
CCOC(=O)CSc1nc2c(c(-c3ccc(C)o3)c1C#N)CCCC2	-8%	-16%	-30%	-13%	2%	-5%
CCNc1nc(Oc2ccc(=O)n(-c3ccccc3)n2)nc(N2CCOCC2)n1	-3%	-16%	3%	5%	3%	-3%
COc1cc(C(=O)N2CCC(NC(=O)C(Cc3ccc(C)cc3)NC(C)=O)CC2)cc(OC)c1OC (configuration not stated)	0%	-4%	-5%	4%	4%	-1%

Following part.
SMILES	Tau fibril FP	Tau fibril ThT	GAA inh	GAA glycogen	GLA spleen mod	GAA spleen mod	Tau fluor counter	HTT cytoprotect
COc1ccc(S(=O)(=O)N(CCc2ccccc2)CC(=O)O)cc1Cl	0%	-16%	-1%	-3%	-3%	-8%	-11%	10%
CCCCc1ccc(-n2nc3cc(Cl)c(NC(=O)c4ccc(OC)cc4)cc3n2)cc1	-2%	-7%	·	-6%[76.3 µM]	·	·	-3%	·
CCOc1cccc(NC(=O)C(Cc2cccs2)c2nn[nH]n2)c1 (configuration not stated)	-4%	-10%	0%	8%	7%	2%	-7%	-18%
CC(C)C[C@H](NC(=O)NC1CCCc2ccccc21)C(=O)O (some centres not stated)	3%	2%	-2%	-1%	4%	-7%	-4%	0%[10 µM]
Cc1ccc(C)c(N2C(=O)c3ccc(C(=O)OCC(=O)c4c(N)n(C)c(=O)n(C)c4=O)cc3C2=O)c1	2%	0%	-2%	1%	14%	-1%	-6%	37%[10 µM]
O=C(NNc1cc(N2CCOCC2)nc(N2CCOCC2)n1)c1ccc(Cl)c(Cl)c1	1%	-17%	-13%	-6%	0%	-10%	-20%	-6%[10 µM]
COc1cc(/C=C2\C(=O)NN(c3ccccc3)C2=O)ccc1OCC(N)=O	-1%	?	-2%	?	2%	-9%	-11%	-3%
Cc1nn(S(=O)(=O)c2ccc(Cl)cc2)c(C)c1Sc1ccc([N+](=O)[O-])cc1	12%	2%	-3%	-4%	2%	10%	-7%	-1%[10 µM]
CC1CCCCN1C(=O)COC(=O)/C=C/c1ccc2ccccc2n1 (configuration not stated)	2%	?	-8%	-1%	1%	1%	-8%	?
Cc1c(C(=O)C(C)C)n(C)c2ccccc12	-8%	-7%	-14%	-1%	2%	3%	-8%	1%
CC(C)CCNC(=O)c1csc2c1CCCCC2	-1%	-6%	3%	4%	2%	-11%	-6%	-19%
CCS(=O)(=O)c1ccc(-c2csc(-c3ccc(Cl)cc3)n2)c(Cl)c1Cl	-10%	-7%	-9%	-1%	-3%	-6%	-26%	16%[10 µM]
S=C1NC2=C(CCC/C2=C\c2ccccc2)C(c2ccccc2)N1 (configuration not stated)	-9%	?	1%	3%	6%	8%	-2%	-4%[10 µM]
CC1CC(C)C[N+](=C2C=C(N3CCCC3)CC(C)(C)C2)C1 (configuration not stated)	-6%	-1%	-7%	-15%	1%	-11%	-3%	-58%[inhibitor][10 µM]

Sorted by count of non-hydrogen atoms (high to low): part of the list above.
SMILES	Tau fibril FP	Tau fibril ThT	GAA inh	GAA glycogen	GLA spleen mod	GAA spleen mod	Tau fluor counter	HTT cytoprotect
CCCCc1ccc(-n2nc3cc(Cl)c(NC(=O)c4ccc(OC)cc4)cc3n2)cc1	-2%	-7%	·	-6%[76.3 µM]	·	·	-3%	·
O=C(NNc1cc(N2CCOCC2)nc(N2CCOCC2)n1)c1ccc(Cl)c(Cl)c1	1%	-17%	-13%	-6%	0%	-10%	-20%	-6%[10 µM]
S=C1NC2=C(CCC/C2=C\c2ccccc2)C(c2ccccc2)N1 (configuration not stated)	-9%	?	1%	3%	6%	8%	-2%	-4%[10 µM]
CC(C)C[C@H](NC(=O)NC1CCCc2ccccc21)C(=O)O (some centres not stated)	3%	2%	-2%	-1%	4%	-7%	-4%	0%[10 µM]
